Screens deposited in PubChem by Johns Hopkins Ion Channel Center.
CHT inh – inhibitors of human choline transporter CHT; CHT-expressing cells, membrane potential dye, choline response; active compounds read low; 310,000 compounds, 0.86% hits; B-score at 10 µM;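 active = B-score over 3 SD under the library average, and starting fluorescence ratio not unusually high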;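 note: choline stimulus applied at its EC90 after an EC20 pre-addition; B-score computed on integrated fluorescence ratio after choline addition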
Target sequence (Q9GZV3 whole entry, looked up): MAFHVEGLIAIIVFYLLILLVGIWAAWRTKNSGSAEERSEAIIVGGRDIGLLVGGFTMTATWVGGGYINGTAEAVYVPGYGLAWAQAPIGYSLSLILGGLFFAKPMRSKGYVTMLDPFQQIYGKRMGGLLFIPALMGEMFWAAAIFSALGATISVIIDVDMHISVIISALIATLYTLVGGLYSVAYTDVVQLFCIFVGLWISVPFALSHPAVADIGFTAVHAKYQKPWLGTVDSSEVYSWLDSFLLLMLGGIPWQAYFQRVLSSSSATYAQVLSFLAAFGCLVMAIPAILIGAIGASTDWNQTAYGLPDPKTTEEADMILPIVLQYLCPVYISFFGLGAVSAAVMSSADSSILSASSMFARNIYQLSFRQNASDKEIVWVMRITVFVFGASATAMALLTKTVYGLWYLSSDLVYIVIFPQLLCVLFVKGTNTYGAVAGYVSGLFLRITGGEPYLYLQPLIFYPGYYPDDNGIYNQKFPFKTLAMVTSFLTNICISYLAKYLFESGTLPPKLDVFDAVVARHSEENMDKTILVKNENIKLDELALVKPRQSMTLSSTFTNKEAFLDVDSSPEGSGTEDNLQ
CHT allo act – CHT positive allosteric modulators, primary screen, cell-based, membrane potential dye, choline EC20; AID 488977, 2010; High affinity choline transporter 1 (Homo sapiens), Q9GZV3; 310,000 compounds, 0.49% hits; B-score at 10 µM; CHT-expressing cells; active compounds read high; LV-AA mutant CHT in HEK293 cells;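 active = initial fluorescence not abnormally high and integrated response B-score, plate-corrected, over 3 SD above library mean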
* hit, by the source's call; i = inactive. No enrichment for hits; any-hit rate near 1.5%.

SMILES	CHT inh	CHT allo act
COc1cc(CCC(=O)OCC(=O)Nc2ccc(C)cc2Br)cc(OC)c1OC	i	i
Cc1ccccc1N(CC(=O)NC1CCCCC1)C(=O)CCC(=O)Nc1nccs1	i	i
O=C(c1ccccc1F)N1CCN(S(=O)(=O)c2ccc(S(=O)(=O)N3CCCCCC3)cc2)CC1	i	i
CS(=O)(=O)c1ccc(Cl)c(NC(=O)COC(=O)CCc2c[nH]c3ccccc23)c1	i	i
Cc1onc(-c2ccccc2)c1-c1n[nH]c(=S)n1-c1ccccc1	i	i
Cc1ccc(-c2noc(CN(C(=O)Cc3ccccc3)C(C)C)n2)cc1	i	i
Cc1cc(C(=O)CSc2nnc(N)s2)c(C)n1Cc1ccco1	i	i
COc1cccc(-c2cc3nc(-c4ccccc4)cc(N4CCC5(CC4)OCCO5)n3n2)c1	i	i
Cc1occc1C(=O)N/N=C/C=C\c1ccccc1[N+](=O)[O-]	i	i
O=C1CC(NNC(=O)c2cccc(F)c2)C(=O)N1 (centres undefined)	i	i
CNC(=O)c1cc2cc(Cc3ccccc3Cl)ccc2oc1=O	i	i
O=C(Nc1ccc(S(=O)(=O)Nc2nccs2)cc1)c1cc(-c2ccncc2)nc2ccccc12	i	i
NC(=O)C1CCN(C(=O)c2ccc(Oc3ccccc3)cc2)CC1	i	i
COC(=O)Nc1ccc(OCc2ccccc2)cc1	i	i
CCOc1ccc(S(=O)(=O)NCc2ccco2)c2ccccc12	i	i
N#CC1=C(N)NC(SCC(=O)c2ccc(Cl)cc2)=C(C#N)C12CCCC2	i	i
CN1CCN(C(=O)c2ccc(NS(=O)(=O)c3ccccc3)cc2)CC1	i	i
Nc1ncnc2c1CCC2	i	i
CCC(C)NC(=O)C1CCC(=O)N1CCc1ccccc1 (centres undefined)	i	i
COC(=O)C1(C)NC(c2ccc(O)cc2)C2C(=O)N(c3ccc(C)cc3)C(=O)C21 (centres undefined)	i	i
CCCCNC(=S)Nc1ccc2cn[nH]c2c1	i	i
COc1cccc(-c2csc(NC(C)=O)n2)c1	i	i
O=[N+]([O-])c1cccc(/C=N/N=C\c2ccccc2)c1	i	i
O=C(Nc1cccc2ccccc12)c1ccc([N+](=O)[O-])cc1	i	i
COc1ccccc1-n1cnc2cc(C(=O)NC3CCCC3)ccc21	i	i
CCOc1ccc(NC(=O)C(C)Oc2ccccc2C(=O)Nc2cccc(Cl)c2Cl)cc1 (centres undefined)	i	i
CC(C)(C)NC(=O)C(c1ccco1)N(C(=O)c1ccc(CN2CCOCC2)o1)c1ccccc1 (centres undefined)	i	i
CCCCCn1nnc2c(=O)oc3ccccc3c21	i	i
COc1ccc2cnnc(SCC(=O)Nc3ccc(C(=O)O)cc3)c2c1OC	i	i
O=S(=O)(NC(=S)c1ccccc1)c1ccc(F)cc1	i	i
Cc1noc(C)c1CSc1nc2ccccc2c(=O)n1-c1ccccc1	i	9.3*
COc1cc(OC)c2c(N)c(C#N)c(C(F)(F)C(F)(F)F)nc2c1	i	i
COc1cc(/C=C(/NC(=O)c2ccccc2)C(=O)N2CCN(C)CC2)c([N+](=O)[O-])cc1OC	i	i
O=C(CSc1nc2c(c(=O)n1-c1ccc(Cl)cc1)SCC2)Nc1ccc2c(c1)OCCO2	i	i
O=C(CCNS(=O)(=O)c1ccc(Br)cc1)N1CCCCCCC1	i	i
COc1ccc(NS(=O)(=O)c2ccc(N3CCOCC3)c(NC(=O)c3ccco3)c2)cc1	i	i
Cc1ccccc1-n1c(-c2ccncc2)n[nH]c1=S	i	i
COc1ccccc1NC(=O)Cc1csc(NC(=S)Nc2ccc(C)cc2)n1	i	i
CCn1cc(C2=NOC(C(=O)O)C2)c(C)n1 (centres undefined)	i	i
Cc1ccc(NC2=NCCC2)cc1Cl	i	i
CCOC(=O)c1c(COC(=O)c2ccco2)nc2ccccc2[n+]1[O-]	i	i
CC1(C)CNC(=O)c2sc(N3CCOCC3)nc2C1	i	i
COc1ccc(NS(=O)(=O)c2ccc(N/N=C/c3ccc(N4CCOCC4)cc3)c([N+](=O)[O-])c2)cc1	i	i
CN(C)c1ncnc(N(C)C)c1[N+](=O)[O-]	i	i
COc1cc(OC)c2ccc(=O)oc2c1C(CC(=O)N1CCN(c2ccccc2)CC1)c1ccc2c(c1)OCO2 (centres undefined)	i	i
COc1ccc(S(=O)(=O)NCC2CCCN(Cc3ccc(O)cc3)C2)cc1 (centres undefined)	i	i
O=C(Cn1ccc(C(F)(F)F)n1)N=Nc1c(O)[nH]c2ccccc12	i	i
c1ccc(CNc2nc(-c3cccnc3)nc3ccccc23)cc1	i	i
CCC(C)Sc1nnc(-c2c[nH]c3ccccc23)n1CCOC (centres undefined)	i	i
O=C(CN1CCCCC1)Nc1nnc(-c2ccc([N+](=O)[O-])cc2)s1	i	i
CC(=O)Nc1ccc(OC(=O)c2ccc(Cl)cc2)cc1	i	i
CC1(C)NC(=O)N(CN2C(=O)NC(C)(C)C2=O)C1=O	i	i
COc1ccc(C(=O)NNC(=O)c2cc3cc(OC)ccc3oc2=O)cc1	i	i
COc1ccccc1N(C(C)=O)c1nc(C)cc(C)c1C#N	i	i
CN(C)CCCN(C(=O)CCc1ccccc1)c1nc2ccc(F)cc2s1	i	i
Cc1nnc(N2CCc3ccccc3C2)[nH]c1=O	i	i
Cc1nnc(SCc2ccc([N+](=O)[O-])cc2)o1	i	i
CCCCN1C(=O)Nc2ccccc2S1=O (centres undefined)	i	i
CN(C)CCCO/N=C(\c1ccccc1)c1ccncc1	i	i
CCNC(=O)NC(=O)C(C)Sc1nc2cc(C(=O)OC)ccc2c(=O)n1-c1ccccc1 (centres undefined)	i	i
(list continues)
SMILES	CHT inh	CHT allo act
Cc1ccc(S(=O)(=O)N(CCO)c2cc3c(s2)CCCC3)cc1	i	i
O=S(=O)(NCc1ccccc1)c1ccccc1Br	i	i
CC(C)Cc1nnc(NS(=O)(=O)Cc2ccccc2)s1	i	i
CNC(=O)c1nn(-c2ccccc2)ccc1=O	i	i
COC(=O)c1ccc(OCC(O)CN(CCO)CC(O)Cn2ccc3ccccc32)cc1 (centres undefined)	i	i
N#Cc1cc(C(=O)c2ccccc2OCC(=O)Nc2ccccc2)cn(C2CCCCC2)c1=O	i	i
COc1ccc(CN2C(=O)c3cccnc3C2Nc2ccc(OC)c(Cl)c2)cc1 (centres undefined)	i	i
CCO[C@@H]1OC(C(=O)N2CCOCC2)=C[C@H](c2ccccc2)[C@H]1CCCO	i	i
CCOP(C)(=O)C1(C(=O)OCc2ccccc2)CC1 (centres undefined)	i	i
O=C(CN1CC(=O)Oc2ccccc21)NCc1ccco1	i	i
COc1cc(C(=S)N2CCOCC2)ccc1OS(=O)(=O)c1ccc(Cl)cc1	i	i
CCN(CC(=O)NCc1ccc(F)cc1)C(=O)c1ccc(C(=O)c2ccccc2)cc1	-5.7*	i
O=C(Nc1ccc(S(=O)(=O)N2CCCCC2)cc1)c1ccccc1F	i	i
COc1ccccc1-c1nc2n(n1)C(c1ccc(Cl)cc1)C(C(N)=O)=C(C)N2 (centres undefined)	i	i
CCOc1ccc(S(=O)(=O)N2CCC(C(=O)NCCc3ccc(OC)c(OC)c3)CC2)cc1	i	i
Cc1ccc(-c2ccc3nnc(SCC(=O)NCC4CCCO4)n3n2)cc1 (centres undefined)	i	i
CC(C)(C)NC(=O)C(c1ccccn1)N(C(=O)C1CSC(=O)C1)c1ccc(F)cc1 (centres undefined)	i	i
CCCc1nnc(NC(=O)CCC(=O)N2CCN(Cc3cc(Cl)ccc3OC)CC2)s1	i	i
Cn1c(=O)oc2cc(S(=O)(=O)NCCC(=O)NCCc3ccccc3)ccc21	i	i
O=C(/C=C/c1ccccc1Cl)NC1CCCCC1	i	i
O=C(c1ccc2c(c1)CCN2S(=O)(=O)c1ccccc1)N1CCN(c2ccc(F)cc2)CC1	i	i
O=C(C1=C[C@H](c2ccc(C(F)(F)F)cc2)C[C@H](OCc2ccc(CO)cc2)O1)N1CCCCCCC1	i	i
CC(=O)c1ccc(NC(=S)N2C(C)CCCC2C)cc1 (centres undefined)	i	i
Cc1c(Cl)cccc1NC(=O)C1CCCCC1	i	i

Ordered by heavy-atom count (lowest first): part of the list above.
SMILES	CHT inh	CHT allo act
CNC(=O)c1nn(-c2ccccc2)ccc1=O	i	i
O=C(/C=C/c1ccccc1Cl)NC1CCCCC1	i	i
CCOP(C)(=O)C1(C(=O)OCc2ccccc2)CC1 (centres undefined)	i	i
CC(=O)c1ccc(NC(=S)N2C(C)CCCC2C)cc1 (centres undefined)	i	i
O=C(CN1CC(=O)Oc2ccccc21)NCc1ccco1	i	i
O=C(Nc1ccc(S(=O)(=O)N2CCCCC2)cc1)c1ccccc1F	i	i
CCO[C@@H]1OC(C(=O)N2CCOCC2)=C[C@H](c2ccccc2)[C@H]1CCCO	i	i
Cn1c(=O)oc2cc(S(=O)(=O)NCCC(=O)NCCc3ccccc3)ccc21	i	i
COc1ccc(CN2C(=O)c3cccnc3C2Nc2ccc(OC)c(Cl)c2)cc1 (centres undefined)	i	i
CC(C)(C)NC(=O)C(c1ccccn1)N(C(=O)C1CSC(=O)C1)c1ccc(F)cc1 (centres undefined)	i	i
CCCc1nnc(NC(=O)CCC(=O)N2CCN(Cc3cc(Cl)ccc3OC)CC2)s1	i	i
COC(=O)c1ccc(OCC(O)CN(CCO)CC(O)Cn2ccc3ccccc32)cc1 (centres undefined)	i	i
O=C(c1ccc2c(c1)CCN2S(=O)(=O)c1ccccc1)N1CCN(c2ccc(F)cc2)CC1	i	i
N#Cc1cc(C(=O)c2ccccc2OCC(=O)Nc2ccccc2)cn(C2CCCCC2)c1=O	i	i
O=C(C1=C[C@H](c2ccc(C(F)(F)F)cc2)C[C@H](OCc2ccc(CO)cc2)O1)N1CCCCCCC1	i	i

Additional records follow.
SMILES	CHT inh	CHT allo act
COc1ccc(/C=N/NC(=O)C(N)=O)c(OC)c1OC	i	i
CCOC(=O)N1CCN(CC(O)COCc2ccccc2)CC1 (centres undefined)	i	i
Cc1ccc(-c2c[n+](Cc3ccc(Cl)c(Cl)c3)c3n2CCC3)cc1	i	7*
O=C(COc1ccc(Cl)cc1Cl)N/N=C/c1ccc(OC2OC(CO)C(O)C(O)C2O)cc1 (centres undefined)	i	i
COc1ccc(CCNC(=O)CCc2ccc(S(=O)(=O)NC(C)C)cc2)cc1OC	i	i
COCCn1c(N)c(N(Cc2ccccc2)C(=O)c2ccc(-c3ccc(Cl)cc3)o2)c(=O)[nH]c1=O	i	i
COc1ccccc1CNc1cncnc1	i	i
Cc1cnc(NC(=O)c2ccccn2)s1	i	i
CCc1ccccc1NC(=O)CCc1c(C)nc(SC)nc1C	i	i
Cc1ccc(N(Cc2ccc(C(=O)NCCSc3ccccn3)cc2)S(C)(=O)=O)cc1C	i	i
CSc1nc2nc3c(c(=O)n2[nH]1)CCCC3	i	i
CCOc1ccc(C(CC(=O)O)NC(=O)c2sc3ccccc3c2Cl)cc1 (centres undefined)	i	i
CCOc1ccc(NC(=O)Cn2ncc3ccccc32)cc1	i	i
Cc1ccc(S(=O)(=O)NCCC(=O)N2CCCCCCC2)cc1C	i	i
COc1ccc(S(=O)(=O)N2CCCOC2CNC(=O)C(=O)NCCCN2CCOCC2)cc1C (centres undefined)	i	i
Cc1ccc(S(=O)(=O)NCC(c2ccc3c(c2)OCO3)N2CCOCC2)cc1 (centres undefined)	i	i
CCN(CC)C(=O)c1ccc(COc2ccccc2Cl)cc1	i	i
Cc1cccc(N(CC(O)CON=C2c3ccccc3-c3ccccc32)S(C)(=O)=O)c1 (centres undefined)	i	i
COc1ccccc1CNC(=O)[C@@H]1CCCN1C(=O)C1CCN(S(=O)(=O)c2ccc(C)cc2)CC1	i	i
COc1ccc(Cl)cc1S(=O)(=O)N1CCC(C(=O)NC2CCCC2)CC1	i	i
CC(=O)N1CCN(C(=O)c2ccc(S(=O)(=O)Nc3cccc(C(F)(F)F)c3)cc2)CC1	i	i
CCN(CC)S(=O)(=O)c1cccc(C(=O)OCC(=O)NCc2ccccc2OC)c1	i	i
NC(=O)COc1ccc2c3c(c(=O)oc2c1)CCCCC3	i	i
Cc1ccc(C(C(=O)NC2CCCC2)N(C(=O)CNC(=O)c2ccco2)c2ccccc2)o1 (centres undefined)	i	i

One compound at a time, from the list above. Order of screens: CHT inh, CHT allo act
CCN(CC)S(=O)(=O)c1cccc(C(=O)OCC(=O)NCc2ccccc2OC)c1 is listed with i, i
NC(=O)COc1ccc2c3c(c(=O)oc2c1)CCCCC3 is listed with i, i

Following part:
SMILES	CHT inh	CHT allo act
Cc1ccccc1OC(C)C(=O)Nc1ccc(S(=O)(=O)Nc2nccs2)cc1 (centres undefined)	-7.2*	i
O=S(=O)(NC1=NCCCCC1)c1ccccc1Cl	i	i
NC(=O)COC(=O)c1ccc(C(=O)C(=O)c2ccccc2)cc1	i	i
COc1ccc(CNS(=O)(=O)c2cc(-c3cc(C)no3)ccc2C(C)C)cc1	i	i
Cc1nn(C(C)C(=O)Nc2ccc(Cl)cn2)c(C)c1[N+](=O)[O-] (centres undefined)	i	i
Brc1ccc(CNc2nc3ccccc3n2CCN2CCCCC2)cc1	i	i
Cc1ccccc1N1C(=O)C2C3CC(=O)C(c4ccccc43)C2C1=O (centres undefined)	i	i
O=C(C1CC1)N1CCc2cc(Br)cc(S(=O)(=O)NCc3ccccn3)c21	i	i
Cc1ccccc1CN(C)CC(=O)NC(C)CCc1ccccc1 (centres undefined)	i	i
CCOC(=O)C1CCN(c2ncnc3c2c(-c2ccccc2)cn3-c2ccc(C)cc2)CC1	i	i
Cn1c(N2CCCCC2)cc(=O)n(C)c1=O	i	i
CCOC(=O)C1=C(C)Nc2ncnn2C1c1ccc2c(c1)OCO2 (centres undefined)	i	i
CC(=O)c1c(N2CCN(Cc3ccc4c(c3)OCO4)CC2)nc(=S)n(-c2ccccc2)c1C	i	i
COc1ccc(Nc2cccccc2=O)cc1	i	i
COc1cc(/C=N/NC(=O)c2ccc(N3CCCC3=O)cc2)ccc1O	i	i
CCOC(=O)COc1ccc2c(c1)c(C(C)=O)c(C)n2-c1ccccc1	i	i
O=C(CCC1CCCN(c2ncccn2)C1)N1CCN(c2ccccn2)CC1 (centres undefined)	i	i
